ABCB1 block – blocks JC-1 efflux by human ABCB1 transporter | P08183 | CCRF-Adr cells, flow cytometry | inhibition, % at 6.6 µM | 190,000 compounds, 0.067% hits | AID 1326; in the data active = inhibition above about 40%;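 also: 0% = vehicle and 100% = reference inhibitor; higher value means more JC-1 retained so stronger ABCB1 efflux block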
Pf gametocyte – P. falciparum stage V gametocyte viability inhibition; P. falciparum stage V gametocytes, ATP luminescence, 24 h; 150,000 compounds, 0.065% hits; inhibition, % at 10.9 µM;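 active = inhibition above the mean plus 3 SD of compounds within the control limits, set per campaign, cut at about 38% in these data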;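 also: 0% = DMSO wells and 100% = medium only without gametocytes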
HRas wt GTP bind – changes GTP binding to wildtype human HRas; GST-Ras wt beads, Bodipy-FL-GTP binding, flow cytometry; actives lie on both sides; GTP binding activity, % at 10 µM; 190,000 compounds, 0.14% hits; AID 759;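 active = GTP binding activity at least 20% away from the 100% baseline, either lowered as inhibitor or raised as activator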;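 also: 0% = unlabeled GTP competition control and 100% = no-compound control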
GSH bead fluor – compound fluoresces at 488/530 nm on GSH beads | 190,000 compounds, 0.25% hits | fluorescence (KMESF) at 10 µM | GSH beads flow cytometry, compound fluorescence 488/530 nm; active compounds read high; in the data active = fluorescence above about 89;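 also: glutathione beads carrying GST-tagged Bcl family fusion proteins plus one bare bead set; values are compound well signal with DMSO vehicle wells as background; inactives centre near 16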
Rac1 act GTP bind – alters GTP binding to activated mutant human Rac1 | GST-Rac1 activated beads, fluorescent GTP binding, flow cytometry; actives lie on both sides; 100% means binding = to untreated wells | percent activity (GTP binding), % at 10 µM | 190,000 compounds, 0.11% hits;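 active = GTP binding at least 20 percentage points away from the 100% baseline, in either direction, so actives lie on both sides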
Rac1 wt GTP bind – human Rac1 wildtype GTP binding, inhibitors and activators | 190,000 compounds, 0.27% hits | GTP binding activity (% of control), % at 10 µM | GST-Rac1 beads, fluorescent GTP binding, flow cytometry; actives lie on both sides; 0 = cold GTP competed, 100 = untreated;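 active = GTP binding activity at least 20 points away from the 100% control level, either lower or higher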
ABCG2 block – inhibitors of human ABCG2 transporter, ABCB1 counter-screen | AID 1325 | IgMXP3 cells, JC-1 efflux, flow cytometry | 190,000 compounds, 0.1% hits | inhibition, % at 6.6 µM | Q9UNQ0;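 active = inhibition above 80%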;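 also: 0% = DMSO and 100% = nicardipine control wells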
Target sequence (Q9UNQ0 whole entry, looked up): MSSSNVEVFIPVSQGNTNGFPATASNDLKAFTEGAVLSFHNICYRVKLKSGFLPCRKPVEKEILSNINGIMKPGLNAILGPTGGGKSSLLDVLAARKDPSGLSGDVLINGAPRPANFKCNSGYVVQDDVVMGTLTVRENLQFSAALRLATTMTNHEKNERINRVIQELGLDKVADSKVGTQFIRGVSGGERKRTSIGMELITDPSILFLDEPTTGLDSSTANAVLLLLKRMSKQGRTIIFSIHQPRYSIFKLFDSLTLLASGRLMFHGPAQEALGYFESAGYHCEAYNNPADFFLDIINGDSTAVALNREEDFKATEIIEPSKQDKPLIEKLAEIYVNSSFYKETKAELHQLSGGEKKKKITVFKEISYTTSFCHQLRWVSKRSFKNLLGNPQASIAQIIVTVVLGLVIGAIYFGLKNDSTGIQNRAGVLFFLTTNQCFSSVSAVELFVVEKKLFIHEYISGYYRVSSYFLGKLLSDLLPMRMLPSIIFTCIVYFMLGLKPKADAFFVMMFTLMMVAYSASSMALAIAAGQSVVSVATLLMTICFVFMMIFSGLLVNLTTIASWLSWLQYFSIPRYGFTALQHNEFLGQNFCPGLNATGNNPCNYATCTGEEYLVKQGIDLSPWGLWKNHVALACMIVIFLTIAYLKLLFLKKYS
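Test system: ABCG2 IgMXP3 and barcoded ABCB1 CCRF-Adr cell mix; Schedule: cells with compound and JC-1, 10 min at 25 °C, rotating, no wash; Technique: flow cytometry of retained JC-1 fluorescence; Measure: % inhibition of efflux relative to nicardipine and DMSO; Controls: nicardipine high and DMSO low controls.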
Avidin fluor – compound fluoresces at 488/530 nm on avidin beads; 220,000 compounds, 0.38% hits; compound fluorescence 488/530 nm, flow cytometry; active compounds read high; AID 1775; fluorescence (KMESF) at 10 µM; in the data active = fluorescence above about 47; also: inactives centre near 10
Rab7 wt GTP bind – dog Rab7 wildtype GTP binding, inhibitors and activators. GST-Rab7 beads, fluorescent GTP binding, flow cytometry; actives lie on both sides; untreated = 100%, excess cold GTP = 0%. GTP binding activity (percent of control), % at 10 µM. 190,000 compounds, 0.055% hits;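 active = fluorescent GTP binding to Rab7 beads changed by at least 20 points from the 100% baseline, either direction, mostly lower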;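 also: median green fluorescence of bound Bodipy-FL-GTP per Rab7 bead population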
Rab2 wt GTP – changes GTP binding to wildtype dog Rab2A, up or down. GTP binding activity, % at 10 µM. 190,000 compounds, 0.19% hits. P61105. GST-Rab2 wt beads, Bodipy-GTP binding, flow cytometry;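 active = GTP binding activity at least 20 points away from 100%, either lowered or raised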;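 also: 0% = beads with excess unlabeled GTP and 100% = no-compound control corrected for plate trend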
Cdc42 wt GTP – human Cdc42 wildtype GTP binding change, either direction; P60953; GST-Cdc42 beads, Bodipy-GTP binding, flow cytometry; actives lie on both sides; percent activity (GTP binding), % at 10 µM; 190,000 compounds, 0.2% hits;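 active = percent activity GTP binding at least 20 points away from the 100% baseline, either down as inhibitor or up as activator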;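 also: median bead fluorescence of bound Bodipy-FL-GTP at 100 nM; 0% = excess unlabeled GTP control and 100% = no compound control; below 100% means less GTP binding so inhibitor and above means activator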
Target sequence (P60953 whole entry, looked up): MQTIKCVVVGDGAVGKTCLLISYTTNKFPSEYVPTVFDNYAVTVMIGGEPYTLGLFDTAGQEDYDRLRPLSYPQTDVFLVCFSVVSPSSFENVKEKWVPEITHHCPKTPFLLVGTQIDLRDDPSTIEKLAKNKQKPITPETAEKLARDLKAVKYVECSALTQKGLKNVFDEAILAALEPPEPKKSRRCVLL
Numbers without * were called inactive; x = not tested or not shown.

SMILES	ABCB1 block	Pf gametocyte	HRas wt GTP bind	GSH bead fluor	Rac1 act GTP bind	Rac1 wt GTP bind	ABCG2 block	Avidin fluor	Rab7 wt GTP bind	Rab2 wt GTP	Cdc42 wt GTP
Cc1ccc(C2C(C#N)=C(N)Oc3n[nH]c(C)c32)cc1 (stereo not given)	0.9	3	103	15	106	109	9	11	104	104	107
CC(C)(C)c1ccc(OCC(=O)N(c2ccccn2)C2CCCCC2)cc1	2.5	4	94	22	97	104	7	6	95	95	100
COC(=O)c1cc(NC(=O)c2ccoc2C)cc(C(=O)OC)c1	1.3	x	104	37	98	107	51	20	105	105	104
Nc1nc2ccc([N+](=O)[O-])c(N)c2s1	0.2	x	94	11	94	94	3	30	99	93	93
CCOc1cc(C(=S)N2CCN(C)CC2)ccc1OCC(=O)N1CCOCC1	0.9	x	95	37	92	91	6	12	91	92	96
CN1CCCN(Cc2nc(-c3cccc(C(F)(F)F)c3)no2)CC1	0.7	7	95	10	96	97	5	5	97	95	98
Nc1ccc2oc(-c3cccc(Br)c3)nc2c1	-0.1	x	102	17	101	104	0	31	104	100	104
CCc1cc2cc(C(=O)Nc3ccc(C)cc3)sc2s1	-0.7	x	95	19	96	99	6	5	97	97	98
Cc1ccsc1/C=N/NC(=O)CNC(=O)c1ccco1	0.0	-13	94	17	94	101	6	6	95	95	97
COc1ccccc1NC(=O)N1CCCC1C(=O)NCc1ccccc1F (stereo not given)	-1.4	x	105	29	101	109	1	5	104	105	107
O=C(Cc1ccc(-n2c(=S)[nH]c3ccccc3c2=O)cc1)N1CCN(c2ccccc2)CC1	1.7	-2	100	43	97	103	3	5	101	100	100
Cc1ccc(CCN2C(=O)c3ccccc3C2C(=O)NCc2cccnc2)cc1 (stereo not given)	2.0	-29	98	12	96	99	8	17	94	98	101
N#Cc1c(N)nc2c(c1-c1ccccc1)CCCC2	0.5	-1	102	26	98	102	2	37	100	100	103
CSc1nc(Oc2ccc(C)cc2)cc(C(F)(F)F)n1	0.2	-4	104	26	101	105	1	6	101	104	105
CCOc1ccc2oc(-c3ccccc3)c(C(=O)N(C)C)c2c1	0.2	-2	103	14	101	102	1	7	102	101	102
CCN(CC)C(=O)CSCC(=O)Nc1ccccc1	0.0	x	95	30	95	96	-1	4	94	95	96
Cc1nn(C)cc1CN(C)C(=O)c1nn2c(c1Cl)NC(c1cccs1)CC2C(F)(F)F (stereo not given)	1.6	x	100	30	98	103	26	10	103	100	101
COC(=O)c1ccccc1Sc1c(/C=N/OC(=O)c2ccccc2)c(C(F)(F)F)nn1C	-1.4	x	101	25	99	105	-14	17	98	101	104
O=C(O)C(Cc1ccccc1)N1C(=O)CCC1=O (stereo not given)	0.9	20	98	14	96	99	1	11	102	95	97
O=C(O)Cc1ccc2[nH]c3ccc(CC(=O)O)cc3c2c1	-0.1	x	102	36	99	108	-1	8	102	103	106

3 compounds already listed, arranged by their value in ABCB1 block, lowest first:
mol | ABCB1 block
CCN(CC)C(=O)CSCC(=O)Nc1ccccc1 | 0.0
CCOc1ccc2oc(-c3ccccc3)c(C(=O)N(C)C)c2c1 | 0.2
O=C(Cc1ccc(-n2c(=S)[nH]c3ccccc3c2=O)cc1)N1CCN(c2ccccc2)CC1 | 1.7

(continued)
SMILES	ABCB1 block	Pf gametocyte	HRas wt GTP bind	GSH bead fluor	Rac1 act GTP bind	Rac1 wt GTP bind	ABCG2 block	Avidin fluor	Rab7 wt GTP bind	Rab2 wt GTP	Cdc42 wt GTP
O=C(CN1CCN(Cc2ccccc2Cl)CC1)N/N=C/C=C/c1ccccc1[N+](=O)[O-]	2.6	0	99	16	98	100	22	7	98	96	100
C#CCN(C)Cc1ccccc1	0.9	x	100	19	99	105	2	8	98	103	105
COc1ccc(NC(=O)CCCn2c(=O)c3sccc3n(Cc3ccccc3C)c2=O)cc1	7.9	8	100	4	100	102	17	12	100	99	97
Cc1ccccc1C(=O)N1CCCN(C(=O)c2ccccc2C)CC1	0.6	x	101	12	98	98	1	10	102	101	98
CCOC(=O)Cc1csc(NC(=O)COc2ccc3ccccc3c2)n1	0.0	x	98	29	100	101	21	13	100	100	99
C/C(=N/NC(=O)c1cnccn1)c1cccs1	0.6	x	101	17	101	106	2	17	102	101	103
Cc1ccc(S(=O)(=O)NCCC(=O)O)cc1	-1.3	x	100	42	101	104	-2	7	99	100	101
CCOc1ccc(C(C)=O)cc1N1C(=O)C2C3C=CC(C3)C2C1=O (stereo not given)	0.4	x	98	13	96	101	2	9	97	99	99
CN(c1ccccc1C(=O)N1CCOCC1)S(C)(=O)=O	0.8	3	102	11	100	102	4	8	100	100	103
COc1ccccc1OCC(=O)N/N=C1/SCC(=O)N1Cc1ccccc1	0.5	-5	97	7	98	99	6	11	94	97	97
O=CN1CCN(C2CC(=O)N(c3ccc(Br)cc3)C2=O)CC1 (stereo not given)	0.0	-13	99	15	97	103	0	27	101	99	103
CSCC[C@H](NC(=O)OCc1ccccc1)C(=O)O	1.0	x	97	40	96	101	4	4	94	97	94
CCOc1ccc(C(=O)N/N=C/c2ccc(SC)cc2)cc1	-0.4	x	99	7	100	101	0	1	101	98	101
COCCn1nnnc1C(C(C)C)N1CCOCC1 (stereo not given)	0.2	x	103	24	100	101	1	14	103	101	105
O=C(c1ccccc1Cl)N(C(=O)c1ccccc1Cl)c1nccc(-c2cccs2)n1	-0.1	-17	95	25	93	92	0	9	95	95	93
CC(C(=O)Nc1ccc(S(=O)(=O)N2CCOCC2)cc1)N(c1ccccc1)S(C)(=O)=O (stereo not given)	0.0	x	100	40	98	101	0	6	100	100	102
O=C(CSc1nnc(-c2cccnc2)n1-c1ccc(SC(F)F)cc1)N1CCCc2ccccc21	8.1	x	103	11	98	104	1	12	97	97	99
Cn1cc(/C=C/C(=O)N2CCCC(C(=O)c3ccc(C(C)(C)C)cc3)C2)cn1 (stereo not given)	1.2	x	97	14	94	101	5	12	101	96	96
COc1ccc(C(=O)OC2CCN(C)CC2)cc1	0.1	1	91	22	91	95	1	16	94	92	93
Cc1ccc(Cc2nc(-c3ccccn3)no2)cc1	0.6	7	100	25	98	100	3	15	101	100	101

18 consecutive records already listed, for reference:
SMILES	ABCB1 block	Pf gametocyte	HRas wt GTP bind	GSH bead fluor	Rac1 act GTP bind	Rac1 wt GTP bind	ABCG2 block	Avidin fluor	Rab7 wt GTP bind	Rab2 wt GTP	Cdc42 wt GTP
COc1ccc(NC(=O)CCCn2c(=O)c3sccc3n(Cc3ccccc3C)c2=O)cc1	7.9	8	100	4	100	102	17	12	100	99	97
Cc1ccccc1C(=O)N1CCCN(C(=O)c2ccccc2C)CC1	0.6	x	101	12	98	98	1	10	102	101	98
CCOC(=O)Cc1csc(NC(=O)COc2ccc3ccccc3c2)n1	0.0	x	98	29	100	101	21	13	100	100	99
C/C(=N/NC(=O)c1cnccn1)c1cccs1	0.6	x	101	17	101	106	2	17	102	101	103
Cc1ccc(S(=O)(=O)NCCC(=O)O)cc1	-1.3	x	100	42	101	104	-2	7	99	100	101
CCOc1ccc(C(C)=O)cc1N1C(=O)C2C3C=CC(C3)C2C1=O (stereo not given)	0.4	x	98	13	96	101	2	9	97	99	99
CN(c1ccccc1C(=O)N1CCOCC1)S(C)(=O)=O	0.8	3	102	11	100	102	4	8	100	100	103
COc1ccccc1OCC(=O)N/N=C1/SCC(=O)N1Cc1ccccc1	0.5	-5	97	7	98	99	6	11	94	97	97
O=CN1CCN(C2CC(=O)N(c3ccc(Br)cc3)C2=O)CC1 (stereo not given)	0.0	-13	99	15	97	103	0	27	101	99	103
CSCC[C@H](NC(=O)OCc1ccccc1)C(=O)O	1.0	x	97	40	96	101	4	4	94	97	94
CCOc1ccc(C(=O)N/N=C/c2ccc(SC)cc2)cc1	-0.4	x	99	7	100	101	0	1	101	98	101
COCCn1nnnc1C(C(C)C)N1CCOCC1 (stereo not given)	0.2	x	103	24	100	101	1	14	103	101	105
O=C(c1ccccc1Cl)N(C(=O)c1ccccc1Cl)c1nccc(-c2cccs2)n1	-0.1	-17	95	25	93	92	0	9	95	95	93
CC(C(=O)Nc1ccc(S(=O)(=O)N2CCOCC2)cc1)N(c1ccccc1)S(C)(=O)=O (stereo not given)	0.0	x	100	40	98	101	0	6	100	100	102
O=C(CSc1nnc(-c2cccnc2)n1-c1ccc(SC(F)F)cc1)N1CCCc2ccccc21	8.1	x	103	11	98	104	1	12	97	97	99
Cn1cc(/C=C/C(=O)N2CCCC(C(=O)c3ccc(C(C)(C)C)cc3)C2)cn1 (stereo not given)	1.2	x	97	14	94	101	5	12	101	96	96
COc1ccc(C(=O)OC2CCN(C)CC2)cc1	0.1	1	91	22	91	95	1	16	94	92	93
Cc1ccc(Cc2nc(-c3ccccn3)no2)cc1	0.6	7	100	25	98	100	3	15	101	100	101

(cont.)
SMILES	ABCB1 block	Pf gametocyte	HRas wt GTP bind	GSH bead fluor	Rac1 act GTP bind	Rac1 wt GTP bind	ABCG2 block	Avidin fluor	Rab7 wt GTP bind	Rab2 wt GTP	Cdc42 wt GTP
CC(C)(C)OC(=O)N/N=C/c1ccc(Br)cc1	1.1	-7	101	12	98	101	12	23	103	100	99
C/C=C/c1ccc(OCCCNC(C)CC)c(OC)c1 (stereo not given)	-0.4	x	101	37	98	109	14	15	104	102	92
Cc1ccc(COc2ccsc2-c2n[nH]c(=S)n2C)cc1	-0.4	-34	103	21	101	103	-1	7	100	102	104
CC(=O)c1sc(NC(=O)COc2ccc(C)c(C)c2)nc1C	-0.3	7	100	10	101	104	1	6	96	99	100

High-throughput results from PubChem BioAssay.
